RAD52 anneal inh – RAD52 (human) annealing inhibition; P43351; AID 651710; inhibition, % at 18.7 µM; actives 0.46% (n = 360,000); recombinant RAD52 DNA annealing, FRET fluorescence;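 active means every replicate showing at least 50% inhibition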
ERAP1 HTS inh – ERAP1 (human) enzyme inhibition. recombinant ERAP1, Leu-AMC fluorescence, 60 min. inhibition, % at 10.7 µM. AID 652197. actives 0.15% (n = 340,000). Q9NZ08;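 active means mean replicate inhibition of at least 30%, or all replicates individually reaching that 30% level; inactive means mean below 30% and not every replicate reaching it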;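 further: 0% = neutral control wells and 100% = L-leucinethiol positive control wells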
Target sequence (Q9NZ08 whole entry, looked up): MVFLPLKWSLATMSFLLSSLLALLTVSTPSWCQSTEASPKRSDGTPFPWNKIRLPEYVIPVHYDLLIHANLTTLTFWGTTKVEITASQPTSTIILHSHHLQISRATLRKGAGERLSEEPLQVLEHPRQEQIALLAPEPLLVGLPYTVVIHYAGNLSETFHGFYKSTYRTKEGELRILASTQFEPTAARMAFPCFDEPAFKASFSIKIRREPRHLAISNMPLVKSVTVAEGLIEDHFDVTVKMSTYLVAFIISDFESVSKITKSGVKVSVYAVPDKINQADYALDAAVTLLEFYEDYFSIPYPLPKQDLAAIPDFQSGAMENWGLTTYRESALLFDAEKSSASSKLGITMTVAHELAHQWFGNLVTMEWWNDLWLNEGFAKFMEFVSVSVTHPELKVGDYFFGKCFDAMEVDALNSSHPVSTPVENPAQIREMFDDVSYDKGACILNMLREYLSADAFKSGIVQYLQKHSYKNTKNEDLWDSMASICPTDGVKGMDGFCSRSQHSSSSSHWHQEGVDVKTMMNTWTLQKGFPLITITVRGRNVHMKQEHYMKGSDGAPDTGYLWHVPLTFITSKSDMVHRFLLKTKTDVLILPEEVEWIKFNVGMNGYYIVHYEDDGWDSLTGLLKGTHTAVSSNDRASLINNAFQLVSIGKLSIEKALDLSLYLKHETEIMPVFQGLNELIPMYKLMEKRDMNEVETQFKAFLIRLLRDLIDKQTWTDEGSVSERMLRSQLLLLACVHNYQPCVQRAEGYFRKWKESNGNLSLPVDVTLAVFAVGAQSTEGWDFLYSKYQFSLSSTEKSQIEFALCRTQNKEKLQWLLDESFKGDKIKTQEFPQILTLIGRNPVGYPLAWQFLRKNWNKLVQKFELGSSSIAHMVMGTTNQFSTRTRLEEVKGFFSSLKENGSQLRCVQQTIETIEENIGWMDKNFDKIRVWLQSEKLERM
Starred values were filed as active, the others as inactive; i = inactive. Some of the compounds tested; rates above refer to the full screens.

SMILES	RAD52 anneal inh	ERAP1 HTS inh
Cn1nccc1NC(=O)CC(CC(=O)O)c1ccccc1 (stereo not drawn)	0.9	-0.9
CCC(=O)Nc1sc(C(=O)Nc2ccccc2OC)c(C)c1C(=O)OC	-6.9	-3.7
COC(=O)c1ccccc1NC(=O)NCc1ccncc1	-10.4	-1.5
CCOC(=O)C1=C(O)/C(=C\c2ccc(O)c(OCC)c2)N=C1C	-33.9	6.6
COc1ccc(C)cc1NC(=O)C(OC(=O)c1cnc(C)cn1)c1ccccc1 (stereo not drawn)	-13.0	-0.8
CC(C)(C)OC(=O)N/N=C\c1ccc([N+](=O)[O-])s1	-11.1	0.7
O=C(NCc1ccccn1)c1nc(-c2cccs2)no1	2.8	1.7
CCOC(=O)N1CCN(S(=O)(=O)c2ccc(C(=O)Nc3sc4c(c3C(N)=O)CC(C)(C)NC4(C)C)cc2)CC1	29.3	-3.2
CN(CCOc1ccc(Cl)cc1)C(=O)CN1C(=O)NC2(CCCCC2)C1=O	-8.9	-1.3
CCOC(=O)c1c(CN(C)C)n(-c2ccccc2)c2cc(Br)c(O)cc12	30.2	-0.4
CC(C)N1CCC(N2CCN(Cc3ccc(C#CC(C)(C)O)s3)CC2CCO)CC1 (stereo not drawn)	-0.5	-0.6
O=C(NCc1ccccc1)C1c2ccccc2OCC(=O)N1Cc1ccccc1 (stereo not drawn)	-12.7	-2.4
Nc1c(-c2ccccc2)c(CSc2nc3ccccc3[nH]2)nn1-c1cccc(C(=O)O)c1	-3.9	2.7
NC(N)=NC(N)=Nc1ccc(SC(F)(F)F)cc1	6.9	4.8
O=C(/C=C/c1ccc2c(c1)OCO2)Nc1cc(S(=O)(=O)N2CCOCC2)ccc1N1CCOCC1	-29.1	2.4
CC(C)c1ccc(NC(=O)C2=NNC(=O)CC2)cc1	-23.3	0.1
O=C1NCCN(Cc2ccc(Cl)c(F)c2)C1CC(=O)N1CCCO1 (stereo not drawn)	-2.6	0.8
O=C(Nc1ccn(Cc2ccccc2)n1)c1ccc2c(c1)OCO2	-2.5	5.5
COc1ccc(C(=O)c2c[nH]c(C(=O)NCCCN3CCOCC3)c2)cc1	-4.8	-3.3
CC1=CC2=NC(=O)/C(=C\c3cccn3CCOc3ccccc3)C(=N)N2O1	-71.0	2.2
CC(=O)c1c(C)[nH]c(C(=O)OCC(=O)Nc2cc(Cl)ccc2[N+](=O)[O-])c1C	13.0	6.2
CCc1ccc(OCCn2cccn2)cc1	-3.6	1.7
CCN(C(=O)COc1cccc2cccnc12)C1CCS(=O)(=O)C1 (stereo not drawn)	21.1	2.1
O=C(COC(=O)CCc1ccccc1)Nc1cc(S(=O)(=O)N2CCOCC2)ccc1N1CCCC1	-20.3	6.3
CCOC(=O)c1ccccc1C(=O)N1CCOCCOCCOCC1	-13.1	-2.0
CCCCOc1ccc(C(=O)N/C(=C/C=C/c2ccccc2)C(=O)NCCCO)cc1	-10.3	0.6
CONc1nc(NC(C)(C)C)nc(OCC#N)n1	-6.9	-2.4
COc1ccc(NS(=O)(=O)c2cc(NC(=O)c3cccs3)ccc2N2CCCC2)cc1	-7.0	-2.3
Nc1nc(SCC(=O)NCCN2CCOCC2)nc2sc3c(c12)CCC3	-8.2	-0.8
N#C/C(=C\c1cccs1)C(=O)N1CCOCC1	-12.3	-2.2
O=C1C2C3C=CC(C3)C2C(=O)N1CCCCCCN1C(=O)C2C3C=CC(C3)C2C1=O (stereo not drawn)	-17.2	5.1
CC(C(=O)Nc1ccc2c(c1)OCCO2)n1nnc(-c2ccccc2)n1 (stereo not drawn)	-13.6	1.0
Cc1ccn2cc(CCNC(=O)CC3CCCCC3)nc2c1	-0.4	-1.8
CSc1ncccc1C(=O)NC(C)C1CC2CCC1C2 (stereo not drawn)	-13.5	-2.1
O=C(COC(=O)c1cc2c(s1)CCC2)Nc1ccc(F)cc1	-23.1	-2.6
Cc1nc2ccc(NC(=S)N3CCOCC3)cc2nc1C	-39.0	1.9
CC1=C/C(=C\c2ccc(Br)o2)C(=O)O1	-16.1	0.4
CCOc1ccccc1CN1CCN(Cc2nc3c(s2)CCCC3)CC1CCO (stereo not drawn)	-18.0	-0.5
COC(=O)CNC(c1ccccc1)c1cc(Br)ccc1NC(=O)CCN1CCOCC1 (stereo not drawn)	-54.8	-2.3
O=C(Nc1cccs1)Nc1c(F)c(F)c(F)c(F)c1F	-33.9	-2.8
COc1ccc(CNC(=O)COC(=O)c2ccccc2C(=O)c2ccccc2)cc1	-7.0	-1.1
O=[N+]([O-])c1ccc(Sc2n[nH]c(-c3ccco3)n2)nc1	-26.5	-1.3
O=C(/C=C/c1ccccc1[N+](=O)[O-])NCCc1ccc(F)cc1	-7.9	-4.4
CN1CCN(c2nc3ccccn3c(=O)c2/C=C(\C#N)S(=O)(=O)c2ccc(Cl)cc2)CC1	1.7	0.8
CC(=O)c1cccc(NC(=S)NNC(=O)c2ccco2)c1	-14.8	-2.3
O=C(N/N=C/c1ccccc1)c1ccc(CN2C(=O)c3cccc4cccc2c34)cc1	-6.6	1.3
Cc1ccc(NC(=O)Nc2nnc(-c3ccncc3)s2)cc1C	-5.7	-2.7
O=C(COc1cc(Cl)c(Cl)cc1Cl)Nc1cccc(O)c1	-21.4	0.1
Cc1ccc2nc(SCC(=O)c3c(N)n(C)c(=O)n(C)c3=O)[nH]c2c1	-8.3	4.6
COc1ccccc1NC(=O)c1ccc(NC(=O)COC(=O)CCC2CCCC2)cc1	-18.4	-0.6
COc1ccccc1NC(=O)c1ccc(NC(=O)COC(=O)CC(NC(=O)c2ccccc2Cl)c2ccccc2)cc1 (stereo not drawn)	-11.7	1.9
Cc1ccc(NC(=O)c2cc3cc(OC(F)(F)F)ccc3[nH]2)cc1	-15.8	-1.4
Cc1ccccc1NC(=O)CSc1nc2cc3c(cc2cc1C)CCC3	-14.7	-1.0
COc1ccc(C2=NN(CN3C(=O)C(=O)c4ccccc43)C(c3ccc(OC)cc3)C2)cc1 (stereo not drawn)	-3.0	7.1
Cc1cccc(C(=O)N[C@H](C(=O)Nc2ccc(C)c(S(=O)(=O)N(C)C)c2)C(C)C)c1	-8.6	-5.0
CSc1ccccc1C(=O)Nc1ccc(C)cc1C	-0.9	0.2
COc1ccc(Cl)cc1NC(=O)C(C)N(C)Cc1ccc(C(F)(F)F)cc1 (stereo not drawn)	4.8	1.2
CC(C)(C)C1CCC(=O)N2CCC[C@]2(c2ccccc2)C1 (stereo partly drawn)	-0.8	0.1
CC(=O)NCCC(=O)N1CCc2c([nH]c3ccccc23)C1c1cccc(Cl)c1 (stereo not drawn)	-21.1	-1.9
CS(=O)(=O)N(CC(=O)NCCSc1ccccc1)c1ccc2c(c1)OCO2	-15.7	1.1

(listing goes on)
SMILES	RAD52 anneal inh	ERAP1 HTS inh
O=C(NCCc1ccc(F)cc1)Nc1ccc2c(c1)OCO2	-10.6	3.7
CCCCCCCCN1C(=O)[C@H](CC(=O)N2CCN(C(=O)C3CC3)CC2)C[C@@]2(C(=O)OC)CCCCC=C12	-12.6	-3.6
CCOC(=O)C1CCN(S(=O)(=O)c2ccc(OC)c(Cl)c2)CC1	-8.8	-2.4
O=C(COC(=O)c1nc(-c2ccccc2)n(-c2cccc(C(F)(F)F)c2)n1)NCc1cccs1	-127.4	0.6
COc1ccccc1C(=O)CSc1nnc(-c2ccco2)o1	-40.1	-3.9
CC(=O)N1CCN(Cc2nc3cc(NC(=O)COc4ccccc4)ccc3n2C)CC1	29.5	1.9
O=C(O)CCCCCn1c(O)c(C=C2N=c3ccccc3=N2)sc1=S	-82.8	-3.3
c1csc(CN2CCOCC2)c1	-8.1	-1.4
COc1cc(NC(=O)C2=C(N3CCOCC3)/C(=C/c3ccc(Cl)cc3)CC2)cc(OC)c1OC	-5.2	7.2
COc1ccccc1C(=O)C1CCCN(C(=O)c2ccc(C(C)=O)s2)C1 (stereo not drawn)	-14.9	-0.7
CCOC(=O)C1=NNC(C(=O)c2ccccc2)C1c1ccc(Cl)cc1 (stereo not drawn)	-15.7	-1.1
Fc1cccc(Cl)c1-c1nnc2ccc3ccccc3n12	-2.6	8.6
CCN(C(=O)CSc1cc(C)c2cccc(C)c2n1)C1CCS(=O)(=O)C1 (stereo not drawn)	-11.0	3.2
COc1cc(OC)cc(C(=O)Nn2cc(C(=O)Nc3c(F)cccc3F)c3ccccc3c2=O)c1	-80.5	0.4
CCn1c(=O)cc(OCC(=O)Nc2ccc(OC)c(OC)c2)c2ccccc21	0.0	-3.6
COc1ccc(/C=C/C(=O)NCc2ccc3c(c2)OCO3)cc1OC	-9.7	-2.1
O=C(c1cccc2c1-c1ccccc1C2)N1CCCCC1	-5.0	-3.1
CCOc1ccc(OCCC(=O)N(CCCOC)c2c(N)n(Cc3ccccc3)c(=O)[nH]c2=O)cc1	-11.2	1.5
Cc1cc(NC(=O)C2CCCCC2)ncc1NC(=O)c1ccccn1	-2.1	3.6
CC1=Nc2cccc([N+](=O)[O-])c2NC(=O)C1	-0.5	-0.5
O=C(Nc1ccccc1N1CCCC1)c1cc(Cl)ccc1Cl	-2.9	0.3
CCC(=O)N1CCc2cc(S(=O)(=O)CCC(=O)N3CCN(c4ccc(Cl)cc4)CC3)ccc21	-16.4	-0.6
c1ccc(Cn2c(NCc3ccncc3)nc3ccccc32)cc1	-10.7	-0.5
Cc1cc(Cl)ccc1NC(=S)NCc1ccc(S(N)(=O)=O)cc1	-3.8	-2.3
O=C(COC(=O)c1nc(Cl)ccc1Cl)NCc1ccccc1	1.1	-5.9
Cc1ccc(S(=O)(=O)N2CCC(C(=O)N/N=C/c3ccncc3)CC2)cc1	-10.4	-2.4
Cc1ccccc1-n1c(O)c(C=NC2CCS(=O)(=O)C2)c2ccccc2c1=O (stereo not drawn)	-2.7	1.8
CCC1CCCCN1CCCNC(=O)c1cc2c(=O)[nH]c3ccccc3c2n1C (stereo not drawn)	2.2	-2.5
CC(=O)c1ccc(-n2nnnc2SCC(=O)Nc2sc(C)c(C)c2C#N)cc1	-30.1	0.2
CN(Cc1nc(-c2cnccn2)no1)C1CC(C)(C)NC(C)(C)C1	-4.6	7.3
COc1ccc(C(C)=O)cc1COC(=O)c1ccc(N)c([N+](=O)[O-])c1	-6.4	-0.3
COc1ccccc1-c1nnc(SC/C(O)=C(\C#N)c2nc3ccccc3[nH]2)n1C1CCCCC1	-5.4	6.3
CCCCOCCCNC(=O)C[C@@H]1C[C@@]2(C(=O)OCC)CCC=C2N(CCC2=CCCCC2)C1=O	-1.5	3.5
O=C(CN1CCN(Cc2ccc3c(c2)OCO3)CC1)Nc1ccc(N2CCOCC2)cc1	-9.0	4.6
COCC#Cc1ccc(CC[C@H]2O[C@H]3CC[C@@H](CO)O[C@H]3C[C@@H]2n2cc(C(C)(C)O)nn2)cc1	-2.3	2.7
CNC(=S)N/N=C/c1cc(C)n(-c2ccc(Cl)c(Cl)c2)c1C	10.8	6.1
Cc1ccc2cc(CN(Cc3ccccc3)Cc3nnnn3C3CCCC3)c(=O)[nH]c2c1	-4.7	8.9
O=C1CSC(=S)N1N=Cc1c(O)ccc2ccccc12	i	-1.4
CSC(=NCc1ccco1)NC#N	-3.6	0.1
COc1ccc(S(=O)(=O)N2CCCC2CNC(=O)C(=O)Nc2ccc(F)cc2)cc1 (stereo not drawn)	-42.4	-0.1
COc1ccccc1N1CCN(C(=O)CN(c2cc(C)cc(C)c2)S(C)(=O)=O)CC1	7.2	4.9
CC(=O)Cn1ncc(N2CCCCC2)c(Cl)c1=O	1.8	13.2
Cc1ccc(O)c(C(=O)/C=C/c2ccc3c(c2)OCCCO3)c1	-5.6	-1.7
COc1ccc(-c2nc(-c3ccccn3)ncc2S(C)(=O)=O)cc1	-24.8	3.9
CC(C)CNC(=O)NC(=O)COC(=O)Cn1cnc2ccccc2c1=O	-21.6	0.1
COc1cc(/C=C/C(=O)OCC(=O)Nc2c(C)n(C)n(-c3ccccc3)c2=O)ccc1OCC#N	0.5	5.0
C/C(=N/NC(=O)CCc1ccccc1)c1ccco1	-6.0	14.9
COC(=O)c1cc2c(ccn2-c2ccc(F)cc2)n1CC(=O)C(C)(C)C	-3.0	1.0

A draw from above in order of molecular weight, ascending.
SMILES	RAD52 anneal inh	ERAP1 HTS inh
CSC(=NCc1ccco1)NC#N	-3.6	0.1
C/C(=N/NC(=O)CCc1ccccc1)c1ccco1	-6.0	14.9
CC(=O)Cn1ncc(N2CCCCC2)c(Cl)c1=O	1.8	13.2
O=C1CSC(=S)N1N=Cc1c(O)ccc2ccccc12	i	-1.4
Cc1ccc(O)c(C(=O)/C=C/c2ccc3c(c2)OCCCO3)c1	-5.6	-1.7
COc1ccc(-c2nc(-c3ccccn3)ncc2S(C)(=O)=O)cc1	-24.8	3.9
CNC(=S)N/N=C/c1cc(C)n(-c2ccc(Cl)c(Cl)c2)c1C	10.8	6.1
COC(=O)c1cc2c(ccn2-c2ccc(F)cc2)n1CC(=O)C(C)(C)C	-3.0	1.0
CC(C)CNC(=O)NC(=O)COC(=O)Cn1cnc2ccccc2c1=O	-21.6	0.1
Cc1ccc2cc(CN(Cc3ccccc3)Cc3nnnn3C3CCCC3)c(=O)[nH]c2c1	-4.7	8.9
COc1ccc(S(=O)(=O)N2CCCC2CNC(=O)C(=O)Nc2ccc(F)cc2)cc1 (stereo not drawn)	-42.4	-0.1
O=C(CN1CCN(Cc2ccc3c(c2)OCO3)CC1)Nc1ccc(N2CCOCC2)cc1	-9.0	4.6
CCCCOCCCNC(=O)C[C@@H]1C[C@@]2(C(=O)OCC)CCC=C2N(CCC2=CCCCC2)C1=O	-1.5	3.5

Additional results follow:
SMILES	RAD52 anneal inh	ERAP1 HTS inh
Cc1cc(Br)c(NC(=O)c2ccccc2[N+](=O)[O-])cc1C	-10.5	-1.9
CCOC(=O)CNC(=S)N(CCCN1CCCCCC1)Cc1cccs1	-6.5	-0.6
Cc1onc(C(=O)NCc2cccs2)c1[N+](=O)[O-]	2.2	-0.8
Cc1ccccc1NC(=O)/C=C1\SC(=O)NC1=O	-29.5	4.0
C=CCOc1ccc(/C=C/C(=O)OCC(=O)NCC2CCCO2)cc1 (stereo not drawn)	-4.4	4.2

Assay outcomes from PubChem.
